UTI89 phage lysis = inhibition of K1F phage lysis, E. coli UTI89, bacterial capsule biogenesis inhibitors, alamar blue (AID 488966) | inhibition, % at 100 µM, or IC50 in µM where a hit was titrated | hit rate 0.02% among 340,000 | E. coli UTI89 K1F phage lysis, alamar blue, 2 h; higher % means a stronger effect;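 active = phage lysis inhibition, versus mean bacterial control, above a set limit; inconclusive = no clear call, values can overlap the other calls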;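 note: capsule biogenesis inhibitors block K1F phage lysis so surviving cells raise fluorescence; higher fluorescence means more inhibition of phage lysis; actives were called in the ten point dose series up to 300 µM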
* marks the source's active call; other numbers are inactive results; ? = inconclusive; [ ] = dose if it differs, or a comment. This is a subset, so the mix of outcomes need not match the whole.

SMILES | UTI89 phage lysis
COc1ccc(CCNC(=O)C(=O)NCC2CCCN2S(=O)(=O)c2ccccc2)cc1 (stereo not given) | 0.1%[50 µM]
CN(C(=O)CSc1nc2ccccc2[nH]1)C1CCS(=O)(=O)C1 (stereo not given) | 0.6%[50 µM]
O=C(NNC(=O)c1cc(-c2ccc(Br)cc2)nc2ccccc12)c1csc(N2CCOCC2)n1 | 1.5%[50 µM]
CCOC(=O)N1CCN(C(=O)c2cccc(S(=O)(=O)Nc3ccc(Br)cc3)c2)CC1 | -0.1%[50 µM]
Cc1ccc(S(=O)(=O)N(Cc2cccc(C(F)(F)F)c2)C(=O)N2CCN(C)CC2)cc1 | 1.1%[50 µM]
O=C(CSC1=NS(=O)(=O)c2cc(F)ccc2N1)NCCc1ccccc1 | 0.6%[50 µM]
Cc1ccc(OCCNC(=O)CN2C(=O)NC3(CCCC3)C2=O)cc1 | 1.8%[50 µM]
Cc1cccc(-n2c(SCC(=O)NCC3CCCO3)nc3ccccc3c2=O)c1C (stereo not given) | 0.1%[50 µM]
S=C1CC2CCCC(C2)N1 (stereo not given) | -1.4%
CC(=NNC(=O)COc1cccc(C)c1)c1cccnc1 | 0.6%[50 µM]
CCCc1cc(=O)[nH]c2nnc(SCC(=O)Nc3nnc(CC)s3)n12 | 0.5%[50 µM]
COc1cccc(NS(=O)(=O)c2ccc(S(=O)(=O)N3CCCC3)cc2)c1 | 0.0%[50 µM]
Cc1ccnc(NC(=O)c2ccc(Cl)c(S(=O)(=O)N3CCCC3)c2)c1 | 0.6%[50 µM]
CSCC[C@H](NC(=O)c1cccc(S(=O)(=O)N2CCN(C)CC2)c1)c1nc2ccccc2[nH]1 | -2.5%
CCc1cc(C(=O)Nc2cc(S(=O)(=O)N(CC)CC)ccc2N2CCOCC2)sc1C | 0.2%[50 µM]

Structures above that have four or more nitrogen atoms:
SMILES | UTI89 phage lysis
O=C(NNC(=O)c1cc(-c2ccc(Br)cc2)nc2ccccc12)c1csc(N2CCOCC2)n1 | 1.5%[50 µM]
CCCc1cc(=O)[nH]c2nnc(SCC(=O)Nc3nnc(CC)s3)n12 | 0.5%[50 µM]
CSCC[C@H](NC(=O)c1cccc(S(=O)(=O)N2CCN(C)CC2)c1)c1nc2ccccc2[nH]1 | -2.5%

Later entries:
SMILES | UTI89 phage lysis
Cc1cc(Cl)ccc1OCCCC(=O)NNC(=O)c1ccccc1O | 0.6%[50 µM]
CC1(C)CCC(=O)N2CC[C@H]3c4cc5ccccc5nc4C[C@@H]1[C@H]32 | -0.1%
CN(CC(=O)Nc1cccc(C(F)(F)F)c1)C1=NS(=O)(=O)c2ccccc21 | 1.6%
O=C1CC[C@@H]2CC3(C[C@@H]4CCN1[C@H]24)Nc1ccccc1NC3=NC1CCCCC1 (stereo not given in full) | 0.0%
CCN(CC(=O)NCc1cccs1)C(=O)/C=C/c1cc(OC)c(OC)c(OC)c1 | 0.9%[50 µM]
Cc1ccc(C)c(S(=O)(=O)NCC(c2ccc3c(c2)OCO3)N2CCOCC2)c1 (stereo not given) | 1.2%[50 µM]
Cc1ccc(S(=O)(=O)N(C)c2ccc(OCC(=O)Nc3ccc(C(=O)N(C)C)cc3)cc2)cc1C | -0.1%[50 µM]
CC(C)(C)OC(=O)NCc1ccc(CNC(=O)c2nc[nH]c2C(=O)N2CCN(C(=O)OC(C)(C)C)CC2)cc1 | 1.3%
O=C(COC(=O)CCS(=O)(=O)c1ccccc1)NC(=O)c1ccc(OC(F)F)cc1 | -0.3%
Cc1noc(C)c1C(=O)NCC(=O)Nc1ccccc1Br | 0.9%[50 µM]
COc1cccc(NC(=O)CN(C)C(=O)CN2C(=O)NC(C)(c3ccc4ccccc4c3)C2=O)c1 (stereo not given) | 0.4%[50 µM]
COC(=O)c1ccc(NC(=O)COC(=O)CCC2CCCC2)cc1 | 0.0%[50 µM]
COc1cc(NC(=S)NN2CCOCC2)cc(OC)c1 | 4.8%
Cc1cccc(NS(=O)(=O)c2ccc(C)c(C(=O)N3CCN(C(=O)c4ccco4)CC3)c2)c1 | 0.3%[50 µM]
O=C(Nc1cc(C(F)(F)F)ccc1N1CCOCC1)C1=COCCO1 | 0.9%[50 µM]
O=C(C[C@@H]1C/C=C\CCCC(=O)OC[C@@H]2CCCN2C1=O)N[C@H](CO)Cc1ccccc1 | 1.8%
CCCCCN(C(=O)CCC(=O)OCc1ccccc1C)c1c(N)n(CCCC)c(=O)[nH]c1=O | 0.7%[50 µM]
O=C(C[n+]1ccccc1)N/N=C/c1ccc(Br)cc1 | 0.8%[50 µM]
O=c1[nH][nH]c(=O)c2c1[nH]c(=S)n2Cc1ccccc1 | -1.2%
CC(=O)c1ccc(NC(=O)COC(=O)C2CC3C=CC2C3)cc1 (stereo not given) | 0.4%[50 µM]
Cc1cc(C(=O)OCC(=O)N(CC(C)C)c2c(N)n(Cc3ccccc3)c(=O)[nH]c2=O)c2ccccc2n1 | 1.2%[50 µM]
C=CCN1C(=O)c2ccc(C(=O)N3CCN(S(=O)(=O)c4cc(C)ccc4C)CC3)cc2C1=O | -0.5%[50 µM]
COc1c(-c2ccccc2)oc2c(ccc3occc32)c1=O | 0.6%[50 µM]
CCOc1ccc(NS(=O)(=O)c2ccc(C(=O)N(C)CC(=O)Nc3ccc(OC)cc3)cc2)cc1 | 0.5%[50 µM]
O=C(CNC(=O)c1n[nH]c2ccccc12)Nc1cc(Cl)ccc1Cl | 0.0%[50 µM]
O=S(=O)(Nc1ccccc1)N1CCCCC1 | 3.1%
N#CC1(NC(=O)COc2ccc(S(=O)(=O)N3CCCC3)cc2[N+](=O)[O-])CCCCC1 | 0.6%[50 µM]
CCOc1ccc2nc(NC(=O)C3CSC4(C)CCC(=O)N34)sc2c1 (stereo not given) | -0.1%[50 µM]
O=C(CCl)N1CCN(S(=O)(=O)c2ccc3c(c2)CCC3)CC1 | 0.1%[50 µM]
COc1ccc(/C=C/C(=O)OCC(=O)N2CCCC2)c(OC)c1 | 0.7%[50 µM]

Part of the list above, as tab-separated lines.
canonical_smiles	UTI89 phage lysis
Cc1cc(C(=O)OCC(=O)N(CC(C)C)c2c(N)n(Cc3ccccc3)c(=O)[nH]c2=O)c2ccccc2n1	1.2%[50 µM]
O=c1[nH][nH]c(=O)c2c1[nH]c(=S)n2Cc1ccccc1	-1.2%

Reformatted: entries from further up.
> CCOc1ccc2nc(NC(=O)C3CSC4(C)CCC(=O)N34)sc2c1 (stereo not given)
  UTI89 phage lysis: -0.1%[50 µM]
> N#CC1(NC(=O)COc2ccc(S(=O)(=O)N3CCCC3)cc2[N+](=O)[O-])CCCCC1
  UTI89 phage lysis: 0.6%[50 µM]
> CCCCCN(C(=O)CCC(=O)OCc1ccccc1C)c1c(N)n(CCCC)c(=O)[nH]c1=O
  UTI89 phage lysis: 0.7%[50 µM]

(list continues)
SMILES | UTI89 phage lysis
NS(=O)(=O)c1cccc(NC(=O)c2cccc(N3C(=O)c4ccccc4C3=O)c2)c1 | -3.1%
CCCCC1=CC2=CC(=O)C(C)(OC(=O)c3cccs3)C(=O)C2=CO1 (stereo not given) | -0.3%
C=CCOc1ccc(/C=C/C(=O)OCC(=O)N(C)CC(=O)Nc2ccc(F)cc2)cc1 | 0.7%[50 µM]
Cc1nc(N)nc(N(C)c2ccccc2)c1Br | -1.9%
COc1c2c(cc3oc(CO[C@@H]4O[C@H](CO)[C@@H](O)[C@H](O)[C@H]4O)cc(=O)c13)O[C@H](C(C)(C)O)C2 | 0.9%
COc1ccc(-c2oc(=O)c3cc(OC)c(OC)cc3c2C#CCCCO)cc1 | 2.6%
Cc1ccc(OCCNC(=O)c2ccccc2OCc2c(C)noc2C)cc1 | 0.1%[50 µM]
CC(=O)Nc1ccc(S(=O)(=O)N(C)CC(=O)OC(C)C(=O)NC2CCCCC2)cc1 (stereo not given) | 0.6%[50 µM]
COCC(C)n1c(SCC(=O)NC(=O)NC2CCCC2)nc2ccccc2c1=O (stereo not given) | 1.5%[50 µM]
CN(CCOc1ccc(Cl)cc1)C(=O)c1cc(S(=O)(=O)N2CCOCC2)ccc1N1CCCC1 | 0.0%[50 µM]
N#Cc1ccc(CN2CCN(C(=O)c3ccc(S(=O)(=O)NCc4ccco4)cc3)CC2)cc1 | -0.1%
CC1CCC2(CC1)NC(=O)N(CC(=O)Nc1cccc(C#N)c1)C2=O (stereo not given) | 0.3%[50 µM]
Cc1cccc(NC(=O)CN(C)C(=O)C2CC2)c1C | 0.2%[50 µM]
CC1(C)S[C@@H]2[C@H](NC(=O)[C@H](N)c3ccccc3)C(=O)N2[C@H]1C(=O)OC1OC(=O)c2ccccc21 (stereo not given in full) | ?
C1CC(=NN=C2CCSCC2)CCS1 | 2.7%
O=C(COC(=O)c1ccc(O)cc1)NC(c1ccccc1)c1ccccc1 | -0.6%
O=C(COC(=O)Cn1[nH]c(=O)c2ccccc2c1=O)Nc1c(Cl)cccc1C(F)(F)F | -1.0%
O=C(CNC(=O)c1ccccc1)OCc1nnc(-c2ccccc2)o1 | 1.6%[50 µM]
CN(C(=O)CSc1ncn[nH]1)C1(C#N)CCCCC1 | 1.0%[50 µM]
O=C(c1cnn(C(=O)c2ccco2)c1)c1cc(F)ccc1O | 0.0%[50 µM]
CC[C@](C)(O)c1cc2ccccc2c(=O)o1 | 1.4%
COc1ccccc1NC(=O)COC(=O)c1ccc(N2CCCC2=O)cc1 | 0.8%[50 µM]
COc1ccc(OC)c(NC(=O)c2ccc(OCC(=O)N3CCOCC3)c(OC)c2)c1 | 1.4%[50 µM]
COCCN(C(=O)c1oc2ccccc2c1COC)c1c(N)n(CC(C)C)c(=O)[nH]c1=O | 0.5%[50 µM]
O=C(NNC(=O)c1cc2ccccc2[nH]1)OCc1ccccc1 | -0.1%
O=C(NC1CC1)C1=C[C@H](c2coc3ccccc3c2=O)C[C@H](OCCCCO)O1 | 2.1%
O=C1C=C(c2ccc(Cl)c(C(F)(F)F)c2)C[C@@H](c2ccc(F)cc2)C1 | -0.2%
CC(C)(C)c1csc(NC(=O)Cc2ccc(S(=O)(=O)N3CCOCC3)s2)n1 | 1.2%[50 µM]
CCN(CC)C(=O)c1[nH]cnc1C(=O)Nc1cccc(C)c1 | -0.1%
COc1ccc(NC(=O)CN(C)C(=O)c2cn(-c3ccccc3)nc2-c2ccc(OC)cc2)cc1 | -0.2%[50 µM]
CC1CN(Cc2ccco2)C(=S)N(c2ccccc2)C1=O (stereo not given) | -3.0%
O=C(C1CC(=O)N(c2ccc3c(c2)OCCO3)C1)N1CCN(S(=O)(=O)c2ccc(F)cc2)CC1 (stereo not given) | 0.5%[50 µM]
CC1CC1C(=O)OCC(=O)N(C)c1c(N)n(Cc2ccccc2)c(=O)[nH]c1=O (stereo not given) | 1.2%[50 µM]
CN(C)CCn1c(COc2ccccc2)nc2ccccc21 | 0.8%
O=c1[nH]c(-c2ccccc2)nc(-c2ccccc2)c1Cl | -1.6%
COc1ccc(-c2noc(Cn3cc(S(=O)(=O)N4CCCC4)ccc3=O)n2)cc1 | 0.2%[50 µM]
Cc1ccc(OCCCC(=O)Nc2ccc(S(=O)(=O)N3CCOCC3)cc2)cc1 | 0.2%[50 µM]
C[C@H](CO)N1C[C@H](C)[C@@H](CN(C)Cc2ccncc2)Oc2c(NC(=O)C3CCCCC3)cccc2C1=O | -0.4%
O=S(=O)(SC1=NCCN1)c1ccccc1 | 1.8%
Nc1ncnc2c1ncn2[C@@H]1O[C@H](CNS(=O)(=O)c2ccc3c(c2)CCN(C(=O)C(F)(F)F)C3)[C@@H](O)[C@H]1O | 0.0%
C/C(=N\NC(=O)c1ccncc1)c1ccc(N2CCOCC2)cc1 | 0.6%[50 µM]
CCC(C)Sc1ccc([C@H]2N[C@@](CC(C)C)(C(=O)OC)[C@H]3C(=O)N(C)C(=O)[C@@H]23)cc1 (stereo not given in full) | -1.3%
CC(OC(=O)c1cccc(-n2cnnn2)c1)C(=O)Nc1ccc(F)c(F)c1F (stereo not given) | 0.2%[50 µM]
COc1ccc(NC(=O)c2ccc(OCC3CCCO3)cc2)cc1Cl (stereo not given) | 0.9%[50 µM]
C=CCN(CC(=O)c1sc(C(=O)OCC)nc1C)c1cccc(Br)c1 | 0.3%
COc1ccccc1-c1sc2ccccc2c1-c1ccc(O)cc1 | 0.3%
C[C@@H]1NS(=O)(=O)[C@H]2C[C@@H]3C=C[C@]2(O3)[C@H]1OC(=O)c1ccccc1Br | 1.8%
COc1ccc(CNCCS(=O)(=O)NCc2ccc(OC)cc2)cc1 | 0.1%
O=C(NCc1ccncc1)c1cccc(S(=O)(=O)Nc2ccc(SC(F)F)cc2)c1 | -0.4%[50 µM]
O=C1CCN(Cc2ccccc2)S(=O)(=O)c2ccc(C(F)(F)F)cc21 | 1.8%
Cc1ccc(C(=O)C(C)OC(=O)CN2C(=O)NC3(CCCC3)C2=O)cc1 (stereo not given) | 1.9%[50 µM]
CN(c1ccccc1)S(=O)(=O)c1ccc(C(=O)Nc2ncccc2O)cc1 | 1.1%[50 µM]
C=CC[C@@H](CC(=O)N(CCO)Cc1ccccc1)C(=O)N[C@H](COC(=O)[C@@H](CC=C)Cc1ccc(F)cc1)C(C)(C)C | -4.0%
O=C(C[C@@H]1C/C=C/CCCC(=O)O[C@H](c2ccccc2)CNC1=O)NCCO | 0.7%
C=CCN(C(=O)CSc1nnnn1C)c1nc(-c2ccccc2)cs1 | 0.6%[50 µM]
O=C(C[C@H]1C/C=C\C[C@@H](Cc2ccc(F)cc2)C(=O)OC[C@@H]2CCCN2C1=O)NCCO | 6.8%
CS(=O)(=O)c1ccc(-c2nnc(NC(=O)c3ccc(S(=O)(=O)N4CCCC4)cc3)o2)cc1 | 1.3%[50 µM]
O=C(NCO)c1cccnc1 | -5.9%
Nn1c(COc2cccc(Br)c2)nnc1SCC(=O)NCC1CCCO1 (stereo not given) | 0.5%[50 µM]
COc1cccc(NC(=O)CN(C)C(=O)c2cc3c(s2)CCCC3)c1 | 0.1%[50 µM]
O=C(NCC(=O)N1CCCCCCC1)c1ccc(Cl)cc1 | 0.3%[50 µM]
C=C(C)C(O)COc1c2occc2c(OC)c2ccc(=O)oc12 (stereo not given) | 2.6%
Cc1ccccc1S(=O)(=O)Nc1ncnc2sccc12 | 0.1%[50 µM]

Compound activity as filed in PubChem.
